GAA glycogen: qHTS Assay for Inhibitors and Activators of Human alpha-Glucosidase Cleavage of Glycogen; recombinant GAA, glycogen substrate, Amplex Red glucose oxidase fluorescence; Potency, µM (highest dose often 76.4 µM), inactives show at the top dose activity change, negative = inhibition, most hits filed as inhibitors; 300,000 compounds, 0.38% hits; AID 2100, 2009;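 further: potency means the concentration at half of the fitted maximal effect; 0% = full enzyme reaction and -100% = no-enzyme basal signal; the screen sought inhibitors and activators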
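qHTS, 1536-well; enzyme 4 nM final; cpd up to 77 uM; substrate bovine liver glycogen 30 ug; 50 mM citrate/phosphate pH 5.0, 0.01% Tween-20; 37 C, 40 min; Amplex Red detection 45 min RT; Hill fit → AC50.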
CBFb RUNX1 block: qHTS Assay for Compounds Blocking the Interaction Between CBF-beta and RUNX1 for the Treatment of Acute Myeloid Leukemia | Runt-related transcription factor 1 (Homo sapiens) + Core-binding factor subunit beta … | AID 1477, 2009 | Potency, µM (series often up to 59.8 µM), without a hit: top-dose activity, negative = inhibition, actives largely listed as inhibitors | AlphaScreen CBFb-His/RUNX1-biotin binding, biochemical | 230,000 tested, under 10 active; further: % of control where 0% means no effect
Target sequence (Q01196 whole entry, looked up): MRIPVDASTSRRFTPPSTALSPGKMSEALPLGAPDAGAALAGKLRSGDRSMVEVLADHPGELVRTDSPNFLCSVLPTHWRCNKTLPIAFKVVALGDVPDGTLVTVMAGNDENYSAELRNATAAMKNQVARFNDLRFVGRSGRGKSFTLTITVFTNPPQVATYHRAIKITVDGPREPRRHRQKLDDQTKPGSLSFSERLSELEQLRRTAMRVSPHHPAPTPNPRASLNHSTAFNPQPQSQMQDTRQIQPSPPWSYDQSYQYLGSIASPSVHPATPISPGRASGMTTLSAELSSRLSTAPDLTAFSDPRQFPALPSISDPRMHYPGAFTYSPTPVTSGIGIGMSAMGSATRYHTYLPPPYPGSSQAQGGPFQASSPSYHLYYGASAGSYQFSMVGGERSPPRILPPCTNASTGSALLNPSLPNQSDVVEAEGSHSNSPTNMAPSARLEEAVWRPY
Target sequence (Q13951 whole entry, looked up): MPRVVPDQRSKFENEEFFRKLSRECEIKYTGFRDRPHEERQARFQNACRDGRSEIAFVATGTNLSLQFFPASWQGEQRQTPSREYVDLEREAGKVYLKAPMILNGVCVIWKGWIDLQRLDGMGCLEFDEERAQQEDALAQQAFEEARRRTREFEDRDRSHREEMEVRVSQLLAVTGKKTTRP
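Read-out: AlphaScreen. Format: His-CBF-beta with biotinylated RUNX1 (30 nM each) preincubated 20 min, compound 15 min, Ni-chelate plus streptavidin beads 90 min; room temperature throughout.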
GAA inhib: qHTS Assay for Inhibitors of Human alpha-Glucosidase as a Potential Chaperone Treatment of Pompe Disease; 200,000 compounds, 0.005% hits; purified human GAA, 4-MU-alpha-glucoside fluorescence; Lysosomal alpha-glucosidase (Homo sapiens), P10253; Potency, µM (doses to about 76.9 µM), inactives show top-dose activity change, negative = inhibition, usual class: inhibitors;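 further: potency means the concentration at half of the fitted maximal effect; plate controls were uninhibited enzyme wells for no effect and no-enzyme background for full effect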
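Human enzyme at 4 nM with 400 uM 4-methylumbelliferyl-alpha-D-pyranoside, citrate/phosphate buffer pH 5.0, 0.005% Tween-20, 20 min at room temperature. Compounds up to 77 uM. 4-MU fluorescence (Ex 365/Em 440) read after NaOH/glycine stop; AC50 from Hill fit.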
HTT aggregate: qHTS Multiplex Assay to Identify Dual Action Probes in a Cell Model of Huntington: Aggregate Formation (GFP). PC12 HttQ103-GFP aggregates, Acumen cytometry, 40 h. AID 1688, 2009. Potency, µM (series often up to 46.1 µM), for the others: at the highest dose activity change, negative = inhibition, hits mostly inhibitors. 220,000 compounds, 1.1% hits; further: potency means the concentration at half of the fitted maximal effect; on the % scale 0 is the no-effect control and ±100 the full control effect; nearly all actives have a fitted effect of over 60% in size
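Steps: seed 1500 PC12 HTTQ103-GFP cells/well; add tebufenozide, 100 nM final; add compound titration; add ATPLite reagent; quantify GFP aggregates by laser scanning cytometry.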
HTT cytoprotect: qHTS Multiplex Assay to Identify Dual Action Probes in a Cell Model of Huntington: Cytoprotection (ATP). PC12 HTT-Q103 induced, cytoprotection, ATP luminescence, 40 h. AID 1471, 2008. Potency, µM (top dose mostly 56.4 µM), inactives show cytoprotection (ATP increase), usual class: activators. 230,000 compounds, 0.14% hits;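 further: potency means the concentration at half of the fitted maximal effect; % of control where 0% means no effect; nearly all actives have a fitted effect of over 45% in size; toxic huntingtin expression switched on by the ecdysone agonist tebufenozide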
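Huntington model: PC12 line, ecdysone-inducible HTTQ103 exon1–GFP, tebufenozide 100 nM. Test articles in a dose series. Endpoint luminescence from cellular ATP.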
LMNA splice mod: qHTS Assay for Modulators of Lamin A Splicing; AID 1487, 2009; HeLa LMNA splicing GFP/RFP minigene ratio, 48 h; Potency, µM (titrated, usually from 46.1 µM), for inactives: at the highest dose ratio change, negative = inhibition, hits mostly inhibitors; 200,000 compounds, 0.01% hits; active means well fitted inhibition curve with a large enough effect in the signal ratio, with a control signal flat, not every such curve was filed as active; inconclusive means small, poorly fitted or top-dose-only effect, or effect the other way, or a change in a side signal; the % refers to the signal ratio; further: potency means the concentration at half of the fitted maximal effect; on the % scale 0 is the no-effect control and ±100 the full control effect
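S3 HeLa stable clones carrying a lamin A-EGFP splicing minigene plus DsRed2 were seeded at 600 cells/well in Opti-MEM with 2% FBS, pin-dosed and incubated 48 h at 37°C. Acumen cytometry (488 nm) gave the GFP/RFP total-intensity ratio.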
GAA spleen mod: qHTS Assay for Inhibitors and Activators of Human alpha-Glucosidase From Spleen Homogenate; Lysosomal alpha-glucosidase (Homo sapiens), P10253; human spleen homogenate, 4-MU-alpha-glucoside fluorescence; Potency, µM (series often up to 79.9 µM), for the others: at the top dose activity change, negative = inhibition, hits mostly inhibitors; 240,000 compounds, 0.006% hits; AID 2112, 2009;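 further: potency means the concentration at half of the fitted maximal effect; 0% = enzyme with vehicle and -100% = no enzyme basal signal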
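Human spleen homogenate (1 ug) with 4-methylumbelliferyl-alpha-D-glucopyranoside (1 mM final) in 50 mM citrate/phosphate pH 5.0, 0.01% Tween-20; 40 min at 37 C. Stopped at pH 10; 4-MU fluorescence Ex 365/Em 440 nm; AC50 by Hill fit.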
Starred values were filed as active, the others as inactive; ? = inconclusive; nt = no result given; & = joins results of further samples; [ ] = dose if it differs, or a comment. Unless noted, the call rests on the fitted dose curve; in most records, active means well fitted curve in the direction sought with a large enough effect; inconclusive means small, poorly fitted or top-dose-only effect, or another doubt; inactive means no such curve, though single readings can be large; an effect the other way counts as inactive or inconclusive. The order is random. About 1.5% of those tested had a hit in this group.

SMILES | GAA glycogen | CBFb RUNX1 block | GAA inhib | HTT aggregate | HTT cytoprotect | LMNA splice mod | GAA spleen mod
C=CCOC(=O)/C(=C\c1ccccc1)NC(=O)c1ccc(C)cc1 | -12% | 6% | 9% | 8%[9.22 µM] | -47%[inhibitor] | -2%[46 µM] | -11%
COc1ccc2cc(S(=O)(=O)N3CCN(C)CC3)ccc2c1 | -2% | -2% | -3% | -5% | 13%[10 µM] | 5% | 2%
Brc1ccccc1C1=Nn2c(nnc2-c2ccccc2)SC1 | -5% | -8% | ? | -31% | -29% | 0% | 3%
CCOC(=O)N1CCN(c2cc(=O)n(-c3ccc(Br)cc3)c(=O)[nH]2)CC1 | -3% | 2% | -25% | 8% | 6%[10 µM] | -3% | -8%
Cc1cccc(NC(=S)NCc2ccccn2)c1 | -9% | -1% | 4% | 11% | 20% | -10% | 2%
O=C(Nc1ccc(S(=O)(=O)NC2=NCCCCC2)cc1)c1ccc(=O)[nH]c1 | 4% | 3% | 1% | 9% | -26% | -12%[46 µM] | 1%
O=C(CSC(=S)N1CCCCC1)N1N=CCC1c1ccccc1 (stereo not drawn) | 2% | -2% | -2% | 5% | -7% | -4% | 4%
Cc1ccc(NC(=O)c2ccc(F)c(S(=O)(=O)N3CCOCC3)c2)cc1F | -15% | 2% | -1% | ? | -23%[0.074 µM] | ? | 4%
CC(C)N(C(C)C)S(=O)(=O)c1ccc(NN)nc1 | ? | 6% | nt | -23%[9.22 µM] | 5%[10 µM] | nt | -1%
Cc1ccc(C(=O)O)cc1NC(=O)C1CCCN1S(=O)(=O)c1cccc2nsnc12 (stereo not drawn) | 5% | 4% | -11% | -4% | 10% | 7% | 5%
Cn1c(=O)[nH]c(=O)c2c1nc(Br)n2CC(O)COCc1ccccc1 (stereo not drawn) | -2% | 4% | 3% | -10% | -25%[0.074 µM] | 3% | 7%
CC(=O)CCC(=O)OCC(=O)Nc1ccc(SC(F)F)cc1 | 6% | -8% | -5% | -3% | -23% | nt | -1%
CCC(=O)N1CCc2cc(OC)c(OC)cc2C1COc1ccccc1OC (stereo not drawn) | -8% | 0% | -8% | -7% | ? | -4%[46 µM] | 4%
Cc1cc(C)c(N(C(=O)c2csnn2)C(C(=O)NC(C)(C)C)c2ccncc2)c(C)c1 (stereo not drawn) | 16% | -4% | 5% | -1%[9.22 µM] | 16%[10 µM] | nt | 12%
COC(CNC(=O)CNC(=S)N(Cc1ccccc1)Cc1cccnc1)OC | 7% | -21% | -7% | -5% | -18% | nt | nt
Cc1ccc(S(=O)(=O)N2CCOCC2)cc1NC(=O)CSc1nnnn1C | 3% | 0% | -6% | 10% | -39% | nt | -1%
O=C(CN(CC1CCCO1)C(=O)CCC(=O)Nc1ccccn1)NCc1ccccc1 (stereo not drawn) | -8% | 1% | 1% | 6% | 12%[10 µM] | -3% | -6%
COc1ccc(NC(=O)c2sc(NC(=O)COc3ccccc3)nc2C)cc1 | 2% | -2% | -3% | 3% | -63%[inhibitor] | 9% | -7%
Cc1ccc(CSCCNS(C)(=O)=O)cc1 | 5% | 5% | -25% | -2% | 0% | 6% | -7%
Cc1cccc2cc(CN(C(=O)c3cccc([N+](=O)[O-])c3)C(C)C)c(=O)[nH]c12 | 0% | 0% | nt | -17%[9.22 µM] | -11%[10 µM] | nt | 2%

Ordered by molar mass (falling): part of the list above
SMILES | GAA glycogen | CBFb RUNX1 block | GAA inhib | HTT aggregate | HTT cytoprotect | LMNA splice mod | GAA spleen mod
Cc1cc(C)c(N(C(=O)c2csnn2)C(C(=O)NC(C)(C)C)c2ccncc2)c(C)c1 (stereo not drawn) | 16% | -4% | 5% | -1%[9.22 µM] | 16%[10 µM] | nt | 12%
Cc1ccc(S(=O)(=O)N2CCOCC2)cc1NC(=O)CSc1nnnn1C | 3% | 0% | -6% | 10% | -39% | nt | -1%
COC(CNC(=O)CNC(=S)N(Cc1ccccc1)Cc1cccnc1)OC | 7% | -21% | -7% | -5% | -18% | nt | nt
O=C(Nc1ccc(S(=O)(=O)NC2=NCCCCC2)cc1)c1ccc(=O)[nH]c1 | 4% | 3% | 1% | 9% | -26% | -12%[46 µM] | 1%
CCC(=O)N1CCc2cc(OC)c(OC)cc2C1COc1ccccc1OC (stereo not drawn) | -8% | 0% | -8% | -7% | ? | -4%[46 µM] | 4%
O=C(CSC(=S)N1CCCCC1)N1N=CCC1c1ccccc1 (stereo not drawn) | 2% | -2% | -2% | 5% | -7% | -4% | 4%
CC(=O)CCC(=O)OCC(=O)Nc1ccc(SC(F)F)cc1 | 6% | -8% | -5% | -3% | -23% | nt | -1%
Cc1ccc(CSCCNS(C)(=O)=O)cc1 | 5% | 5% | -25% | -2% | 0% | 6% | -7%

Next part.
SMILES | GAA glycogen | CBFb RUNX1 block | GAA inhib | HTT aggregate | HTT cytoprotect | LMNA splice mod | GAA spleen mod
COc1ccc(CC(=O)Nc2c3c(nn2-c2cccc(Cl)c2)CS(=O)C3)cc1 (stereo not drawn) | 7% | 20% | 2% | -10% | -31%[1.9 µM] | 3% | -6%
CCc1ccccc1NNC(=O)c1cc(C)on1 | ? | 7% | -2% | -3%[9.22 µM] | -11%[10 µM] | ? | 4%
COc1ccc(NC(=S)N(CCN2CCOCC2)Cc2cc3cc4c(cc3[nH]c2=O)OCO4)cc1 | -9% | 0% | 3% | -10% | -9% | 0%[46 µM] | 10%
Cn1c(C(=O)NCc2ccccn2)cc2c(=O)n(C)c3ccccc3c21 | 2% | -5% | -5% | 2% | -43% | -3% | 4%
CN(C(=O)CSc1nc2cc(C(=O)O)ccc2c(=O)n1Cc1ccccc1)C1CCS(=O)(=O)C1 (stereo not drawn) | 2% | -1% | 0% | -5% | -18% | 8%[46 µM] | 1%
COc1cccc(CCC(=O)O)c1OC | 5% | 16% | -2% | 0% | 13%[10 µM] | 8% | 0%
O=C(O)C1CC(=O)N(c2ccc(OCc3ccc(Cl)cc3Cl)cc2)C1 (stereo not drawn) | 4% | 4% | -4% | 3% | -33% | 1% | -1%
O=C(O)C1CCCN1C(=O)Oc1ccccc1 (stereo not drawn) | -13% | 5% | 11% | -9% | 3% | 0% | -7%
CCC(=O)N1CCN(c2ccccc2NC(=O)c2cccc(C)c2)CC1 | 1% | 7% | ? | -5% | -14%[0.074 µM] | -5% | -12%
COc1cccc(/C=N/n2c(-c3cc(C)[nH]n3)n[nH]c2=S)c1 | -16% | 1% | nt | 12%[9.22 µM] | 16%[10 µM] | nt | 2%
CN1Cc2cc(C(=O)c3cc(Cl)cc(CSc4ncccn4)c3O)cnc2NC1=O | 6% | -17% | -15% | ? | -100%[inhibitor] | ? | -26%
O=C(N/N=C/c1ccc(O)c(O)c1)c1ccc(CSc2cccc3cccnc23)cc1 | 14µM* | -17% | -8% | nt | 3% | 23% | -5%
COc1ccc(NC(=O)O/N=C/c2ccccc2Cl)cc1 | -21% | -4% | nt | 6%[9.22 µM] | 11%[10 µM] | nt | -20%
COc1ccc(S(=O)(=O)N2CCC(O)(c3ccc(Cl)cc3)CC2)cc1 | -6% | 4% | ? | ? | -10%[10 µM] | ? | -8%
COc1cccc2cc(C(C)=O)oc12 | 1% | -4% | 7% | -8% | 2% | ? | 1%
COc1ccnc(Oc2cccc(C(F)(F)F)c2)c1C(=O)N/C=N/OCc1ccccc1F | 1% | 16% | nt | -3%[9.22 µM] | -29%[10 µM] | nt | -3%
COC(=O)[C@@H]1C[C@@]2(O)[C@H](O)[C@H](O)[C@H](O)C[C@H]2N1Cc1ccc(-c2ccccc2)cc1 | -2% | -14%&13% | nt | -34%[9.22 µM] | -43%[inhibitor] | nt | 18%&-7%
COC(=O)c1ccccc1CON1C(=O)C(C)(C)N(OCc2ccccc2C(=O)OC)C(=O)C1(C)C | -6% | 4% | -11% | 23% | -5% | 5% | -23%
CCOC(=O)c1cnn(-c2ccccc2)c1NC(=O)c1ccc(C)cc1 | 0% | -2% | -3% | ? | 6% | -3% | -3%
CCC1(CC)C(=O)N(C)C(=O)NC1=Nc1ccccc1 | 3% | -3% | -1% | 17% | -5% | 15% | -3%
O=C(N/N=C/c1ccc(Br)s1)c1cccs1 | -6% | -1% | nt | 18%[9.22 µM] | 32%[10 µM] | nt | 5%
CC1=NN(c2ccccc2)C(=O)/C1=C/C=C/c1ccccc1 | 6% | -10% | 0% | ? | nt | ? | 5%
O=C(NNC(=O)C1CC1c1ccccc1)Nc1ccccc1 (stereo not drawn) | -4% | -12% | -5% | -4% | 11%[10 µM] | -9% | -3%
COc1ccc(C)cc1NC(=O)c1nnn(CCc2ccccc2)c1N | 3% | 0% | 7% | 16% | -18% | ? | -2%
CC(C)C(=O)N=C1SC2CS(=O)(=O)CC2N1Cc1ccccc1 (stereo not drawn) | 3% | 9% | 6% | -1% | 13%[0.074 µM] | ? | -3%
CCOc1ccc(C2OC(=O)Cc3cc(OC)c(OC)cc32)cc1 (stereo not drawn) | 2% | 5% | 2% | -3% | -9% | -5% | 0%

Source: PubChem (National Center for Advancing Translational Sciences (NCATS))
